# Assay outcomes deposited in PubChem by Broad Institute.
# BioA inh: inhibitors of Mycobacterium tuberculosis BioA enzyme; purified M. tuberculosis BioA enzyme, plate reader; 360,000 tested, 0.096% active; AID 602481; inhibition, % at 9.99 µM; in the data active means inhibition above about 40%
# Active calls of the source: *; & = joins results of further samples.
no. | Structure | BioA inh
1 | COc1ccc(S(=O)(=O)Nc2ccc3c(c2)C(=O)N([C@@H](C)CO)C[C@@H](C)[C@@H](CN(C)C(=O)Nc2c(C)noc2C)OCCCC[C@@H](C)O3)cc1 | 2.4
2 | C[C@@H]1CN([C@@H](C)CO)C(=O)c2cccc(NC(=O)NC3CCCCC3)c2O[C@@H]1CN(C)S(=O)(=O)c1ccc(F)cc1 | 0.2
3 | CCC(=O)N1[C@H](CO)[C@H](c2ccccc2)[C@@H]1CN(CC)C(=O)c1ccc(F)cc1 | 3.3
4 | COC(=O)[C@H]1[C@H](CO)[C@H]2Cn3c(ccc(-c4cccnc4)c3=O)[C@@H]1N2CCc1ccccc1 | -0.3
5 | COc1ccc(S(=O)(=O)Nc2ccc3c(c2)C(=O)N([C@H](C)CO)C[C@H](C)[C@H](CN(C)C(=O)Nc2c(C)noc2C)O3)cc1 | 0.3
6 | COc1ccc(S(=O)(=O)Nc2ccc3c(c2)C(=O)N([C@H](C)CO)C[C@@H](C)[C@@H](CN(C)C(=O)NC(C)C)OCCCC[C@@H](C)O3)cc1 | 1.3
7 | C[C@H](O)C#Cc1ccc([C@@H]2[C@H]3CN(CC4CCOCC4)CCCCN3[C@H]2CO)cc1 | -1.6
8 | COc1cccc(S(=O)(=O)N[C@H]2C=C[C@@H](CC(=O)NC3Cc4ccccc4C3)O[C@@H]2CO)c1 | 1.4
9 | COC(=O)C[C@H]1CC[C@@H]2[C@H](COC[C@H](O)CN2S(=O)(=O)c2ccc(F)cc2)O1 | 0.5
10 | CC(C)CC#Cc1ccc2c(c1)O[C@H](CN(C)Cc1ccccc1F)[C@@H](C)CN([C@H](C)CO)S2(=O)=O | 1.0
11 | COc1ccccc1CNC(=O)C[C@H]1C[C@@H]2c3cc(NC(=O)C4CCC4)ccc3O[C@@H]2[C@@H](CO)O1 | -2.6
12 | CO[C@@H]1CN(C)C(=O)c2cc(NC(C)=O)ccc2OC[C@H](C)N(C(=O)c2cnccn2)C[C@@H]1C | -1.6
13 | O=C(Cc1ccccn1)N[C@@H]1CC[C@@H](CCNC(=O)c2cc(Cl)cc(Cl)c2)O[C@@H]1CO | 0.8
14 | COCC#Cc1ccc([C@@H]2[C@H](CO)N3CCCCN(Cc4cccnc4)C[C@@H]23)cc1 | 2.2
15 | CC(C)C#Cc1cnc2c(c1)C(=O)N([C@@H](C)CO)C[C@@H](C)[C@H](CN(C)C(=O)C1CCC1)O2 | 0.0
16 | Cc1ccc(S(=O)(=O)Nc2ccc3c(c2)C(=O)N([C@@H](C)CO)C[C@H](C)[C@H](CN(C)Cc2ccccc2)OCCCC[C@@H](C)O3)cc1 | -2.5
17 | O=C(Cc1ccccn1)NCC[C@@H]1CC[C@H](NC(=O)c2ccccc2F)[C@@H](CO)O1 | 4.9
18 | CO[C@H]1CN(C)C(=O)c2ccc(NC(=O)Nc3c(C)noc3C)cc2OC[C@@H](C)N(CC2CC2)C[C@H]1C | 0.1
19 | Cc1noc(C)c1S(=O)(=O)Nc1ccc2c(c1)C(=O)N([C@H](C)CO)C[C@@H](C)[C@@H](CN(C)C(=O)CCC(F)(F)F)OCCCC[C@@H](C)O2 | 1.0
20 | C[C@@H]1CN([C@@H](C)CO)C(=O)c2cc(NS(=O)(=O)c3ccc(Cl)cc3)ccc2O[C@@H]1CN(C)CC1CC1 | -1.7
21 | COc1ccccc1CNC(=O)C[C@H]1CC[C@H]2[C@@H](COc3ccc(NS(=O)(=O)c4ccc(C)cc4)cc3C(=O)N2C)O1 | 0.1
22 | C[C@@H]1CN([C@@H](C)CO)S(=O)(=O)c2ccc(C#CC3CC3)cc2O[C@@H]1CN(C)C(=O)c1cccnc1 | 0.5
23 | C[C@H](CO)N1C[C@H](C)[C@H](CN(C)C)Oc2cc(-c3ccccc3)ccc2S1(=O)=O | -1.6
24 | CCNC(=O)C[C@H]1C=C[C@H](NC(=O)C2CC2)[C@H](CO)O1 | -0.7
25 | CCCNC(=O)Nc1ccc2c(c1)OC[C@H](C)N(C(=O)C1CCC1)C[C@H](C)[C@H](OC)CN(C)C2=O | -0.3
26 | O=C(N[C@H]1CC[C@H](CC(=O)N2CCCCC2)O[C@H]1CO)c1cccc(F)c1 | -0.8
27 | COc1ccccc1S(=O)(=O)N1CC[C@@H]2[C@@H](CO)N(C)c3ccc(-c4ccc(F)cc4)cc3[C@@H]21 | 1.2
28 | C[C@@H]1CN([C@H](C)CO)C(=O)Cc2cc(NC(=O)Nc3ccccc3)ccc2O[C@@H]1CN(C)Cc1ccccc1 | 0.5
29 | COCC(=O)N1[C@@H]2c3ccc(-c4ccc(F)cc4)c(=O)n3C[C@@H]2[C@@H](CO)[C@@H]1C(=O)Nc1ccccc1 | 3.1
30 | CN(C)C(=O)C[C@H]1C=C[C@@H](NC(=O)c2ccc(F)cc2)[C@H](CO)O1 | 0.7
31 | C[C@@H]1CN([C@H](C)CO)S(=O)(=O)c2ccc(C#C[C@@H](C)O)cc2O[C@@H]1CN(C)C(=O)C1CCC1 | 4.6
32 | C[C@H](CO)N1C[C@H](C)[C@@H](CN(C)Cc2cncnc2)Oc2cc(-c3ccccc3F)ccc2S1(=O)=O | 7.1
33 | CC(C)NC(=O)Nc1ccc2c(c1)C(=O)N([C@H](C)CO)C[C@@H](C)[C@H](CN(C)S(=O)(=O)c1ccc(Cl)cc1)OCCCC[C@H](C)O2 | -0.2
34 | CO[C@@H]1CN(C)C(=O)c2cc(NC(=O)c3cccc(F)c3)ccc2OC[C@@H](C)N(C)C[C@@H]1C | 2.4
35 | O=C(C1CCC1)N1C[C@H]2[C@@H](c3ccccc31)[C@H](CO)N2S(=O)(=O)c1ccccc1 | 2.1
36 | C[C@H](CO)N1C[C@H](C)[C@H](CN(C)S(C)(=O)=O)Oc2ncc(-c3cccc(F)c3)cc2C1=O | 0.2&0.3
37 | C[C@@H]1CN([C@@H](C)CO)C(=O)c2cccc(NC(=O)Nc3ccc(C(F)(F)F)cc3)c2O[C@H]1CN(C)Cc1ccc(C(=O)O)cc1 | 0.3
38 | C[C@@H]1CCCCO[C@H](CN(C)C(=O)Cc2ccccc2)[C@H](C)CN([C@@H](C)CO)C(=O)c2cc(NS(=O)(=O)c3cccs3)ccc2O1 | 2.0
39 | COc1ccc(NC(=O)N(C)C[C@@H]2Oc3cc(-c4cccc(C(=O)N(C)C)c4)ccc3S(=O)(=O)N([C@@H](C)CO)C[C@H]2C)cc1 | 0.2
40 | CO[C@H]1CN(C)C(=O)c2cc(NC(C)=O)ccc2OC[C@H](C)N(Cc2cccnc2)C[C@H]1C | -0.4

# Copied from above: nos. 21 to 37
no. | Structure | BioA inh
21 | COc1ccccc1CNC(=O)C[C@H]1CC[C@H]2[C@@H](COc3ccc(NS(=O)(=O)c4ccc(C)cc4)cc3C(=O)N2C)O1 | 0.1
22 | C[C@@H]1CN([C@@H](C)CO)S(=O)(=O)c2ccc(C#CC3CC3)cc2O[C@@H]1CN(C)C(=O)c1cccnc1 | 0.5
23 | C[C@H](CO)N1C[C@H](C)[C@H](CN(C)C)Oc2cc(-c3ccccc3)ccc2S1(=O)=O | -1.6
24 | CCNC(=O)C[C@H]1C=C[C@H](NC(=O)C2CC2)[C@H](CO)O1 | -0.7
25 | CCCNC(=O)Nc1ccc2c(c1)OC[C@H](C)N(C(=O)C1CCC1)C[C@H](C)[C@H](OC)CN(C)C2=O | -0.3
26 | O=C(N[C@H]1CC[C@H](CC(=O)N2CCCCC2)O[C@H]1CO)c1cccc(F)c1 | -0.8
27 | COc1ccccc1S(=O)(=O)N1CC[C@@H]2[C@@H](CO)N(C)c3ccc(-c4ccc(F)cc4)cc3[C@@H]21 | 1.2
28 | C[C@@H]1CN([C@H](C)CO)C(=O)Cc2cc(NC(=O)Nc3ccccc3)ccc2O[C@@H]1CN(C)Cc1ccccc1 | 0.5
29 | COCC(=O)N1[C@@H]2c3ccc(-c4ccc(F)cc4)c(=O)n3C[C@@H]2[C@@H](CO)[C@@H]1C(=O)Nc1ccccc1 | 3.1
30 | CN(C)C(=O)C[C@H]1C=C[C@@H](NC(=O)c2ccc(F)cc2)[C@H](CO)O1 | 0.7
31 | C[C@@H]1CN([C@H](C)CO)S(=O)(=O)c2ccc(C#C[C@@H](C)O)cc2O[C@@H]1CN(C)C(=O)C1CCC1 | 4.6
32 | C[C@H](CO)N1C[C@H](C)[C@@H](CN(C)Cc2cncnc2)Oc2cc(-c3ccccc3F)ccc2S1(=O)=O | 7.1
33 | CC(C)NC(=O)Nc1ccc2c(c1)C(=O)N([C@H](C)CO)C[C@@H](C)[C@H](CN(C)S(=O)(=O)c1ccc(Cl)cc1)OCCCC[C@H](C)O2 | -0.2
34 | CO[C@@H]1CN(C)C(=O)c2cc(NC(=O)c3cccc(F)c3)ccc2OC[C@@H](C)N(C)C[C@@H]1C | 2.4
35 | O=C(C1CCC1)N1C[C@H]2[C@@H](c3ccccc31)[C@H](CO)N2S(=O)(=O)c1ccccc1 | 2.1
36 | C[C@H](CO)N1C[C@H](C)[C@H](CN(C)S(C)(=O)=O)Oc2ncc(-c3cccc(F)c3)cc2C1=O | 0.2&0.3
37 | C[C@@H]1CN([C@@H](C)CO)C(=O)c2cccc(NC(=O)Nc3ccc(C(F)(F)F)cc3)c2O[C@H]1CN(C)Cc1ccc(C(=O)O)cc1 | 0.3

# Additional structures:
no. | Structure | BioA inh
41 | C[C@H]1CN([C@@H](C)CO)C(=O)c2cc(NC(=O)C3CCCCC3)ccc2O[C@H]1CN(C)S(=O)(=O)c1ccc(F)cc1 | 2.2
42 | C[C@@H]1CN([C@@H](C)CO)C(=O)c2cc(NS(=O)(=O)c3ccccc3)ccc2O[C@@H](C)CCCCO[C@H]1CN(C)C(=O)CCC(F)(F)F | 0.1
43 | O=C(C[C@H]1CC[C@@H](NC(=O)Nc2cccc(F)c2)[C@H](CO)O1)NCC1CCCCC1 | 7.4
44 | Cc1noc(C)c1S(=O)(=O)Nc1ccc2c(c1)CC(=O)N([C@H](C)CO)C[C@@H](C)[C@H](CN(C)C(=O)Nc1ccc(F)cc1)O2 | -0.6
45 | CNC[C@@H]1Oc2c(NC(=O)c3ccc(-c4nccs4)cc3)cccc2C(=O)N([C@@H](C)CO)C[C@@H]1C | -0.7
46 | C[C@@H]1CN([C@@H](C)CO)S(=O)(=O)c2ccc(C#CC3(O)CCCC3)cc2O[C@@H]1CN(C)C(=O)Cc1cccnc1 | 0.9
47 | O=C(NC1CCCCC1)N[C@H]1CC[C@H](CC(=O)N2CCOCC2)O[C@H]1CO | -2.0
48 | C[C@@H]1CN([C@@H](C)CO)C(=O)c2cccc(NC(=O)c3ccncc3)c2O[C@H]1CN(C)S(=O)(=O)c1ccccc1 | -0.7
49 | C[C@H]1CN([C@@H](C)CO)C(=O)c2ccccc2-c2ccccc2CO[C@@H]1CN(C)C(=O)Nc1ccccc1 | 0.8
50 | C/C=C/c1cnc2c(c1)C(=O)N([C@H](C)CO)C[C@@H](C)[C@H](CN(C)C(=O)NC1CCCCC1)O2 | -0.2

# 2 records drawn at random from the list so far:
no. | Structure | BioA inh
47 | O=C(NC1CCCCC1)N[C@H]1CC[C@H](CC(=O)N2CCOCC2)O[C@H]1CO | -2.0
41 | C[C@H]1CN([C@@H](C)CO)C(=O)c2cc(NC(=O)C3CCCCC3)ccc2O[C@H]1CN(C)S(=O)(=O)c1ccc(F)cc1 | 2.2

# Following part:
no. | Structure | BioA inh
51 | C[C@@H]1CN([C@@H](C)CO)C(=O)c2cccc(NC(=O)Nc3ccc4c(c3)OCO4)c2O[C@H]1CN(C)C(=O)Nc1ccc(C(F)(F)F)cc1 | 0.8
52 | Cc1ccc(S(=O)(=O)N(C)C[C@H]2Oc3ccc(NS(=O)(=O)c4ccccc4)cc3CC(=O)N([C@@H](C)CO)C[C@H]2C)cc1 | -5.5
53 | O=C(c1ccc2c(c1)OCO2)N1C[C@@H]2[C@H](c3ccccc31)[C@@H](CO)N2Cc1ccccc1Cl | 4.5
54 | CCCc1cn(CC[C@@H]2CC[C@@H](NC(=O)C3CC3)[C@@H](CO)O2)nn1 | 2.6
55 | CN1CCN(C(=O)C[C@@H]2CC[C@H]3[C@@H](COC[C@@H](O)CN3C(=O)c3ccc(F)cc3)O2)CC1 | -2.2
56 | CC(C)NC(=O)Nc1ccc2c(c1)C(=O)N([C@H](C)CO)C[C@@H](C)[C@H](CN(C)C(=O)c1ccccc1)OCCCC[C@H](C)O2 | 1.3
57 | Cc1ccc(NC(=O)Nc2ccc3c(c2)C(=O)N(C)[C@@H]2CC[C@@H](CC(=O)NCC(F)(F)F)O[C@H]2CO3)cc1 | 1.5
58 | O=C(C[C@@H]1CC[C@@H]2[C@H](COC[C@@H](O)CN2C(=O)c2ccncc2)O1)NC1CCC1 | -2.7
59 | O=C(N[C@@H]1CC[C@H](CCn2cc(-c3ccccn3)nn2)O[C@H]1CO)c1cccnc1 | 0.0
60 | O=C(C[C@H]1C=C[C@@H](NC(=O)C2CCC2)[C@H](CO)O1)NC1CCC1 | 2.3
61 | CCCNC(=O)C[C@H]1CC[C@@H]2[C@@H](COc3ccc(NC(=O)c4ccc(C(F)(F)F)cc4)cc3C(=O)N2C)O1 | -5.0
62 | C[C@H](CO)N1C[C@H](C)[C@@H](CN(C)C(=O)C2CCCCC2)OCCCC[C@H](C)Oc2ccc(NS(=O)(=O)c3ccc(F)cc3)cc2C1=O | 2.4
63 | O=C(Cc1ccccn1)N1CCCCN2[C@H](C1)[C@@H](c1ccc(C#Cc3ccccc3)cc1)[C@@H]2CO | 1.0
64 | C[C@@H]1CCCCO[C@H](CN(C)C(=O)Nc2cccc3ccccc23)[C@H](C)CN([C@@H](C)CO)C(=O)c2cc(NS(C)(=O)=O)ccc2O1 | 1.1
65 | CN(C)CC(=O)Nc1ccc2c(c1)[C@@H]1C[C@@H](CC(=O)NCc3ccccc3F)O[C@H](CO)[C@@H]1O2 | -1.5
66 | O=C(C[C@H]1CC[C@@H]2[C@H](COC[C@@H](O)CN2Cc2cccc(-c3ccncc3)c2)O1)N1CCCCC1 | 1.3
67 | C[C@@H]1CN([C@@H](C)CO)S(=O)(=O)c2ccc(/C=C/c3ccccc3)cc2O[C@H]1CN(C)C(=O)Nc1cccc(F)c1 | -5.3
68 | Cc1noc(C)c1S(=O)(=O)Nc1ccc2c(c1)C(=O)N([C@H](C)CO)C[C@H](C)[C@H](CN(C)C(=O)NC1CCCCC1)O2 | -0.8

# These rows are one share of the data, so the mix of outcomes need not match the whole.
